# From PubChem
# SW480 rereplic: induces DNA re-replication in SW480 colon adenocarcinoma cells. Potency, µM (doses to about 46.1 µM), for inactives: at the top dose re-replication activation, usual class: activators. actives 1.8% (n = 340,000). SW480 DNA re-replication, Hoechst DNA content imaging, 48 h; note: potency is the fitted concentration of half-maximal effect; % of control where 0% means no effect; nearly all actives have a fitted effect of over 55% in size
#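 DNA re-replication was detected as more nuclei of elevated Hoechst intensity after 48 hr exposure to compound (23 nL pinned per well of 250 cells).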
# IL-1B inflam inh: blocks inflammasome-driven IL-1 beta release. THP-1 LPS/ATP IL-1B secretion, AlphaLISA, 16 h; hits give low values. AID 743279. activity change, % at 57.5 µM. actives 4.7% (n = 360,000); in the data active = activity change below about -50%; inconclusive = mostly about -30% to -49%; note: % is set by controls: 0 for no effect and ±100 for the full control effect
#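 Secreted IL-1B measured by AlphaLISA bead assay after 16 h compound exposure of THP-1 cells; compounds (final up to 57.5 uM) added 1 h before LPS (250 ng/mL) and ATP (1.25 mM) stimulation; lower signal means less secretion.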
# MCF10A rereplic: DNA re-replication induction in MCF 10a cells; MCF 10A DNA re-replication, Hoechst nuclear intensity, 48 h; Potency, µM (doses to about 46.1 µM), inactives show at the highest dose activity, positive = re-replication, usual class: activators; actives 2.9% (n = 350,000); note: potency is the fitted concentration of half-maximal effect; % of control where 0% means no effect; nearly all actives have a fitted effect of over 50% in size
# HT1080 IDH1KD tx: HT-1080 IDH1 knockdown cell toxicity (counter line) | HT-1080 IDH1 knockdown viability, ATP luminescence, 48 h | Potency, µM (titrated, usually from 46.1 µM), for the others: at the top dose activity, negative = toxicity, usual class: cytotoxic | actives 2% (n = 360,000) | AID 686971;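 note: potency is the fitted concentration of half-maximal effect; 0% = DMSO wells and -100% = cell-free medium wells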
#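 CellTiter-Glo luminescence after 48 h compound exposure at 37 degrees C of IDH1-knockdown HT-1080 cells in 5% FBS RPMI. %Activity scaled between DMSO wells and cell-free media wells, with curves fitted and assigned curve classes.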
# HT1080-NT tox: kills 2HG-producing HT-1080-NT fibrosarcoma cells; HT-1080-NT fibrosarcoma viability, CellTiter-Glo ATP luminescence, 48 h; actives 1.6% (n = 360,000); AID 686970; Potency, µM (doses to about 46.1 µM), for inactives: top-dose activity, negative = less viability, most hits filed as cytotoxic;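 note: NT is the 2HG producing partner of a matched IDH1 knockdown line; potency is the fitted concentration of half-maximal effect; 0% = DMSO-treated cells and -100% = media-only wells without cells; nearly all actives have a fitted effect of over 55% in size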
#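 750 cells/well, RPMI + 5% FBS; 2 h settle, compound pin-transfer, 48 h at 37 degrees C. CellTiter-Glo 10 min RT, luminescence. Normalized to DMSO and media-only wells.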
# S2 tox: cell viability loss in ATXN counter-screen; S2 cells (HEK-293 line with an ATXN2-luciferase reporter) viability, CellTiter-Fluor protease fluorescence, 24 h; Potency, µM (titrated, usually from 56.7 µM), usual class: cytotoxic; actives 0.49% (n = 400,000); AID 651635; note: potency is the fitted concentration of half-maximal effect; nearly all actives have a fitted effect of over 40% in size
# ATXN2 expr inh: inhibitors of ATXN2 expression; HEK-293 ATXN2-luciferase reporter, luminescence, 24 h; Potency, µM (highest dose often 57 µM), inactives show at the highest dose activity change, negative = inhibition, actives largely listed as inhibitors; actives 0.72% (n = 360,000); note: potency is the fitted concentration of half-maximal effect; % is set by controls: 0 for no effect and ±100 for the full control effect; nearly all actives have a fitted effect of over 55% in size
#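 qHTS (up to 57 uM final) was run with 24 h compound exposure of reporter cells at 37 °C. Each well was multiplexed: SteadyGlo luminescence measured ATXN2-luciferase expression after a fluorogenic Gly-Phe-AFC viability readout (25 uM final).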
# HepG2 viability: kills HepG2 cells in TGF-b inhibitor counter-screen | HepG2 CAGA-GFP viability, ATP luminescence, 18 h | Potency, µM (highest dose often 46.1 µM), inactives show at the top dose activity change, negative = cytotoxicity, actives largely listed as cytotoxic | actives 0.76% (n = 410,000) | AID 588856; note: potency is the fitted concentration of half-maximal effect; some results filed as inactive show a strong effect at the top dose
#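 CellTiter-Glo luminescence gave cytotoxicity after 18 hours at 37 degrees C. The cells were HepG2 CAGA-GFP in 1% FBS DMEM, stimulated with 500 pg/mL TGF-beta after compound addition. %Activity was normalised to no-cell wells (complete cell-killing) and DMSO (no toxicity), and curves were fitted and classified.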
# KB-3-1 tox: kills parental KB-3-1 adenocarcinoma cells; AID 1347075; Potency, µM (top dose mostly 46.1 µM), without a hit: at the top dose activity change, negative = cytotoxic, usual class: cytotoxic; KB-3-1 viability, CellTiter-Glo ATP luminescence, 72 h; actives 1.4% (n = 400,000); note: potency is the fitted concentration of half-maximal effect; % is set by controls: 0 for no effect and ±100 for the full control effect; nearly all actives have a fitted effect of over 60% in size
#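 KB-3-1 cells, DMEM (no phenol red) + 10% FBS; compound by pin transfer, 72 h, 37 °C. Readout: CellTiter-Glo luminescence after 10 min. Data normalized, curve-fitted.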
# * hit, by the source's call; i = inactive; ? = inconclusive; . = no result given; [ ] = dose if it differs, or a comment. Unless noted, calls come from the whole dose curve; as a rule, active = well fitted curve in the direction sought with a large enough effect; inconclusive = small, poorly fitted or top-dose-only effect, or another doubt; inactive = no such curve, though single readings can be large; an effect the other way counts as inactive or inconclusive.
nr | Structure | ATXN2 expr inh | MCF10A rereplic | HepG2 viability | S2 tox | IL-1B inflam inh
1 | CN(CC(=O)O)C(=O)c1ccccc1 | -3% | 8% | 6% | i | 19
2 | COc1cccc(CN(C)CC2CCCN(CCc3ccccc3C)C2)c1 (stereo unspecified) | . | 17% | -48% | i | -26
3 | Cc1ccc(C)c(NC(=S)N2CCN(CCO)CC2)c1 | -4% | 7% | 20% | i | 6
4 | CCOC1=C2CN(S(=O)(=O)c3ccc(C)cc3)C(c3cccc(Cl)c3)CC2NC(c2ccccc2)C1 (stereo unspecified) | . | . | . | . | -15
5 | CN1CCN(NC(=O)c2cc(S(=O)(=O)Nc3ccc(Cl)cc3)ccc2Cl)CC1 | -7% | 0% | 25% | i | -13
6 | CCN1CCN(C(c2cc3cccc(C)c3[nH]c2=O)c2nnnn2Cc2ccccc2)CC1 (stereo unspecified) | -2% | 3% | -42% | i | -3
7 | Cc1ccc(NC(=O)N2CCCC2C(=O)NCc2ccc(Cl)cc2)cc1 (stereo unspecified) | 5% | 10% | 15% | i | ?
8 | CC(C)n1c2ccccc2c2nnc(SCC(=O)Nc3ccccc3C(=O)O)nc21 | -27% | 1% | -1% | ? | 8
9 | N#Cc1cnc(=S)n(-c2cc(C(F)(F)F)cc(C(F)(F)F)c2)c1N | . | . | -18% | ? | 9
10 | Oc1ccc2ccccc2c1/C=N/Nc1nnc(-c2ncc[nH]2)c2ccccc12 | ? | ? | -24% | i | 69
11 | COc1ccc(NS(=O)(=O)c2cc3c(cc2C)N(C)CCO3)cc1 | 5% | 8% | -8% | i | 19
12 | CCn1c(=O)cc(SCC(=O)N2CCN(c3ccccc3OC)CC2)c2ccccc21 | 25% | 8% | -24% | i | -16
13 | CCOC(=O)c1cc(C#N)c(=S)[nH]c1C | -10% | 0% | 3% | i | -5
14 | CCOc1cc(NC(=O)c2ccccc2[N+](=O)[O-])c(OCC)cc1NC(=O)CC(C)C | -13% | -4% | 3% | i | 8
15 | CC(C)c1ccc2oc(-c3ccc(Cl)c(NC(=O)Cc4ccccc4)c3)nc2c1 | 68%[activator] | . | -17% | i | .

nr | KB-3-1 tox | HT1080-NT tox | SW480 rereplic | HT1080 IDH1KD tx
1 | 0% | -1% | -2% | -3%
2 | 0% | ? | 8% | ?
3 | 7% | 23% | -1% | 22%
4 | ? | 0% | . | 0%
5 | 5% | 5% | 4% | 3%
6 | 9% | 6% | 1% | 2%
7 | -7% | 2% | 2% | -4%
8 | 15% | -24% | -5% | 4%
9 | 8% | 4% | . | 1%
10 | ? | 5.8µM* | 0.65µM* | 5.2µM*
11 | 3% | -2% | -4% | -5%
12 | -1% | -4% | 0% | ?
13 | 1% | 3% | -10% | -3%
14 | 6% | 17% | -10% | 3%
15 | 3% | . | . | .

# New compounds follow.
nr | Structure | ATXN2 expr inh | MCF10A rereplic | HepG2 viability | S2 tox | IL-1B inflam inh
16 | COc1ccc(-c2cnnc(N/N=C/c3ccc(OC)c(OC)c3)n2)cc1 | 2% | 1% | -13% | i | ?
17 | Cc1cc(SCC(=O)N2CCN(C(=O)c3ccco3)CC2)c(C)cc1Br | -21% | -2% | -27% | i | 2
18 | CN(C)[C@@H]1CCC[C@@H]1OC(=O)C(c1ccccc1)c1ccccc1 | -1% | -1% | -1% | i | 0
19 | Cc1cccc(CSc2cccc3cccnc23)c1 | ? | ? | 2% | ? | -110*
20 | CCNc1ccc(C(=O)OCC(=O)c2cc(C)n(Cc3ccc4c(c3)OCO4)c2C)cc1[N+](=O)[O-] | -4% | 0% | 4% | i | -17
21 | CC(=O)NCCNc1nc2cc(-c3ccccc3C)sc2c(=O)n1C | -8% | . | 2% | ? | 0
22 | O=C(OCC(=O)N1CCCCCC1)c1cc(S(=O)(=O)N2CCOCC2)ccc1F | . | . | 5% | i | -10
23 | CNC(=O)c1c(NC(=O)/C=C/c2ccccc2)sc2c1CCC2 | 5% | . | -32% | i | .
24 | COc1ccc([C@H]2CC(=O)C=C(c3ccc(C)c4ccccc34)C2)cc1 | -3% | ? | 3% | i | -4
25 | NC(=O)C1CCN(c2ccc(S(=O)(=O)N3CCCCC3)cn2)CC1 | 6% | 2% | 10% | i | -7
26 | CCOC(=O)C(NC(=O)NCc1ccccc1)(OCC)C(F)(F)F (stereo unspecified) | -8% | ? | -1% | i | 0
27 | Cc1nn(-c2ccccc2)c2c1C(c1cccnc1)N1C=C(S(=O)(=O)N3CCCCC3)C=CC1=N2 (stereo unspecified) | 3% | 1% | -15% | i | -18
28 | COc1ccc(NC(=O)COC(=O)CCCOc2ccc(Cl)cc2Cl)cc1 | -3% | ? | -112% | i | -5
29 | COc1cccc(CNC(=O)Nc2cccs2)c1 | 28% | 0% | 5% | i | -2
30 | N#Cc1ccc(/C=C/C(=O)c2ccccc2)cc1 | . | 21µM* | -61% | ? | -27

nr | KB-3-1 tox | HT1080-NT tox | SW480 rereplic | HT1080 IDH1KD tx
16 | -12% | -3% | -1% | -5%
17 | 2% | -3% | 12% | 0%
18 | 1% | -1% | -3% | -5%
19 | ? | ? | 6.5µM* | ?
20 | -22% | 20% | -4% | 20%
21 | 0% | 1% | . | -5%
22 | 5% | 0% | . | 0%
23 | 8% | . | . | .
24 | -29% | -5% | 27% | -6%
25 | -2% | 0% | -111%[inhibitor] | -4%
26 | -85% | -11% | ? | 0%
27 | -4% | -3% | 11% | 0%
28 | -27% | -6% | 2% | -13%
29 | -10% | -4% | 5% | -5%
30 | -4% | ? | 0% | ?

# A second format for part of the listing above.
[19] Cc1cccc(CSc2cccc3cccnc23)c1
[20] CCNc1ccc(C(=O)OCC(=O)c2cc(C)n(Cc3ccc4c(c3)OCO4)c2C)cc1[N+](=O)[O-]
[21] CC(=O)NCCNc1nc2cc(-c3ccccc3C)sc2c(=O)n1C
[22] O=C(OCC(=O)N1CCCCCC1)c1cc(S(=O)(=O)N2CCOCC2)ccc1F
[23] CNC(=O)c1c(NC(=O)/C=C/c2ccccc2)sc2c1CCC2
[24] COc1ccc([C@H]2CC(=O)C=C(c3ccc(C)c4ccccc34)C2)cc1
[25] NC(=O)C1CCN(c2ccc(S(=O)(=O)N3CCCCC3)cn2)CC1
[26] CCOC(=O)C(NC(=O)NCc1ccccc1)(OCC)C(F)(F)F (stereo unspecified)
[27] Cc1nn(-c2ccccc2)c2c1C(c1cccnc1)N1C=C(S(=O)(=O)N3CCCCC3)C=CC1=N2 (stereo unspecified)
Assay by compound,19,20,21,22,23,24,25,26,27
ATXN2 expr inh,?,-4%,-8%,.,5%,-3%,6%,-8%,3%
MCF10A rereplic,?,0%,.,.,.,?,2%,?,1%
HepG2 viability,2%,4%,2%,5%,-32%,3%,10%,-1%,-15%
S2 tox,?,i,?,i,i,i,i,i,i
IL-1B inflam inh,-110*,-17,0,-10,.,-4,-7,0,-18
KB-3-1 tox,?,-22%,0%,5%,8%,-29%,-2%,-85%,-4%
HT1080-NT tox,?,20%,1%,0%,.,-5%,0%,-11%,-3%
SW480 rereplic,6.5µM*,-4%,.,.,.,27%,-111%[inhibitor],?,11%
HT1080 IDH1KD tx,?,20%,-5%,0%,.,-6%,-4%,0%,0%

# The results go on.
nr | Structure | ATXN2 expr inh | MCF10A rereplic | HepG2 viability | S2 tox | IL-1B inflam inh
31 | COc1cc(N)c(C(=O)c2nccc3cc(OC)c(OC)cc23)cc1OC | -4% | 6% | -4% | i | 6
32 | CC(C)Nc1nc(Cl)nc(NCCOc2ccccc2)n1 | 9%[11.3 µM] | 1% | 9% | i | -2
33 | CCCCn1c(N)c(N(CCC(C)C)C(=O)COC(=O)c2ccc(CC)cc2)c(=O)[nH]c1=O | -26% | 14% | -17% | i | -12
34 | C=CCN1C(=O)C(CC(=O)O)S/C1=N/N=C/c1ccc(N(CC)CC)cc1 (stereo unspecified) | . | -5% | 1% | i | -5
35 | Cc1cc(-n2c(C)cc(C(=O)COc3cc(F)ccc3[N+](=O)[O-])c2C)no1 | . | ? | -45% | i | 20
36 | CCC(C(=O)NCc1ccco1)N(Cc1cccs1)C(=O)CNS(=O)(=O)c1ccccc1 (stereo unspecified) | . | 3% | -6% | . | -22
37 | COc1ccc(OC(C)c2nnc(N)s2)cc1 (stereo unspecified) | . | ? | 0% | ? | -11
38 | COc1ccc(-n2cnnc2SCCC#N)cc1 | -2% | -1% | -1% | i | -8
39 | COc1ccc(N2CCN(C(=O)CSc3nc(-c4ccc(C(C)C)cc4)no3)CC2)cc1 | 2% | . | 87% | i | .
40 | O=C(NCc1ccccc1Cl)C1CCN(S(=O)(=O)c2ccc(F)cc2)CC1 | 1% | 12% | 0% | i | ?
41 | Cc1ccc(C(=O)Nc2c3c(nn2-c2ccccc2)CS(=O)(=O)C3)cc1C | 3% | 1% | 2% | ? | ?
42 | Cc1cc(C)c(S(=O)(=O)c2ccccc2)c(N2CCOCC2)n1 | 11% | -5% | 2% | i | 48
43 | Clc1ccc(-c2nnc(CCc3ccccc3)o2)c(Cl)c1 | 103%[activator] | 17% | -22% | i | 4
44 | CNC(=O)c1ccsc1NC(=O)CCS(=O)(=O)c1ccc(Cl)cc1 | 15% | 5% | 5% | i | 32
45 | COC(=O)c1ccc(NC(=O)CN2C(=O)CC(c3ccccc3)Sc3ccccc32)cc1 (stereo unspecified) | 11% | . | 1% | i | .

nr | KB-3-1 tox | HT1080-NT tox | SW480 rereplic | HT1080 IDH1KD tx
31 | 5% | -5% | -4% | -5%
32 | ? | 0% | 1% | 3%
33 | 8% | -1% | ? | -4%
34 | ? | -14% | -9% | -17%
35 | -2% | -3% | 13µM* | -15%
36 | 0% | -2% | -10% | -7%
37 | -2% | -8% | -2% | -4%
38 | -27% | 13% | -16% | 18%
39 | -2% | . | . | .
40 | 4% | -1% | 10% | 15%
41 | -1% | 0% | 0% | 4%
42 | 1% | -16% | 4% | -5%
43 | -1% | -3% | ? | -3%
44 | 0% | 6% | 1% | 4%
45 | -2% | . | . | .
